Source: PubChem BioAssay (several laboratories)
hgDAF12 agonist: activates the H. glycines DAF-12 receptor ligand-binding domain | actives 1.8% (n = 370,000) | AID 687014 | HEK293 GAL4-hgDAF12 UAS-luciferase reporter, agonist luminescence; normalized to butyrate control | activation, % at 6.8 µM;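 active = activation above a cutoff set at the mean of all screened compounds plus 3 SD, cut at about 10% in these data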;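 also: 0% = DMSO wells and 100% = sodium butyrate wells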
GAA850 FXN act: frataxin GAA850 promoter activation; HEK293 lucGAA850 FXN promoter luciferase reporter, 24 h; percent of 10 µM SAHA response; activation, % at 6 µM; actives 0.56% (n = 360,000); AID 540364;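 active = activation above the average of all compounds screened plus 3 SD, cutoff fixed separately per campaign, cut at about 7.5% in these data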;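 also: 0% = DMSO wells and 100% = 10 µM SAHA wells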
ssDAF-12 act: activates DAF-12 receptor from parasite S. stercoralis. HEK293 ssDAF-12/GRIP1 lit1-tk-luc reporter, luminescence; % of 3 µM dafachronic acid response. activation, % at 6.8 µM. actives 1% (n = 370,000). AID 652126;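 active = activation above the mean over all tested compounds plus 3 SD, cut at about 0.9% in these data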;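 also: 0% = DMSO-only wells and 100% = 3 µM delta7-dafachronic acid wells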
ADAM17 inh: ADAM17 inhibition, QFRET primary screen; inhibition, % at 6.95 µM; AID 720648; P78536; actives 0.83% (n = 370,000); recombinant ADAM17, EDANS/DABCYL FRET peptide cleavage;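 active = inhibition above the mean of compounds lying between control limits plus 3 SD, set per campaign, cut at about 8.5% in these data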;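 also: 0% = DMSO-only wells as the low control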
Target sequence (P78536 215-824 limits assumed): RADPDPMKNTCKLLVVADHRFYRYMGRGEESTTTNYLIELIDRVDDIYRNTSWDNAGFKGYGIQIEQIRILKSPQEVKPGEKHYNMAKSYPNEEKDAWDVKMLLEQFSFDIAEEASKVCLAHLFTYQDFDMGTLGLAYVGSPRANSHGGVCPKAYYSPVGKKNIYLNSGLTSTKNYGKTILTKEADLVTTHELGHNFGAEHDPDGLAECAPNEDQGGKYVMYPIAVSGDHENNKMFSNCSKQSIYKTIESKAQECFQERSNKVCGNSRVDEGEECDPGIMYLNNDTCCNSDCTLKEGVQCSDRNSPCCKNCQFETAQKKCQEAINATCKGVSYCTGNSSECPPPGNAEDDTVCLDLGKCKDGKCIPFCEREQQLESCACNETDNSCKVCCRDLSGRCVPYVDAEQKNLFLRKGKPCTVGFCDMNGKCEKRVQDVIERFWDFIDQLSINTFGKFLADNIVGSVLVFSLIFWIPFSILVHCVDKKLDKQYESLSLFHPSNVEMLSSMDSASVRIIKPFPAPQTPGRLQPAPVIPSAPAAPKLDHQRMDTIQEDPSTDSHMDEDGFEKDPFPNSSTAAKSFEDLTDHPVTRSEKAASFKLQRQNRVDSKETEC
GC-A act: GC-A (human) enzyme activation. P16066. HEK293 GC-A cells, cGMP TR-FRET, EC30 ANP; 0% at EC30 ANP, 100% saturating ANP. activation, % at 10 µM. actives 0.14% (n = 370,000); in the data active = activation above about 40%
SMARCA2 act: increases SMARCA2 function in MMTV reporter cells; MG213 cells, MMTV-luciferase reporter, dexamethasone, overnight; activation, % at 9.1 µM; actives 1% (n = 370,000); in the data active = activation above about 7.8%;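 also: 0% = vehicle wells and 100% = reference activator wells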
ADAM10 inh: inhibits human ADAM10 | O14672 | recombinant ADAM10, EDANS/DABCYL FRET peptide cleavage, 3 h | inhibition, % at 7 µM | actives 0.62% (n = 370,000);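 active = inhibition above a per-campaign cutoff equal to the mean of compounds falling between control-based bounds plus 3 SD, cut at about 20% in these data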;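 also: 0% = DMSO wells while the 100% control is not disclosed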
hcDAF12 agonist: activators of H. contortus DAF-12 nuclear receptor | HEK293 hcDAF-12 lit1-tk-luc reporter, luminescence; 0% DMSO, 100% Δ7-dafachronic acid | activation, % at 6.8 µM | actives 1.4% (n = 370,000);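 active = activation above the mean of all tested compounds plus 3 SD, cut at about 5.5% in these data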;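 also: 100% = response to 3 µM Δ7-dafachronic acid high control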
PG9 Ab binder: small molecules binding HIV-1 gp120 antibody PG9. TR-FRET gp120-PG9 antibody binding. inhibition, % at 6.7 µM. actives 0.43% (n = 360,000). AID 624416; in the data active = inhibition above about 8.5%
DAX1 inh-1: NR0B1 (DAX1) inhibition; HEK293 Gal4-DAX1 luciferase reporter, luminescence; inhibition, % at 6.75 µM; P51843; AID 504766; actives 0.99% (n = 340,000);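 active = inhibition above the mean over all tested compounds plus 3 SD, cut at about 4.2% in these data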;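 also: 0% = DAX1-transfected cells with DMSO and 100% = empty-vector control cells with DMSO; inhibition shows as a rise in luminescence from relieved DAX1 repression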
Target sequence (P51843 207-470 limits assumed): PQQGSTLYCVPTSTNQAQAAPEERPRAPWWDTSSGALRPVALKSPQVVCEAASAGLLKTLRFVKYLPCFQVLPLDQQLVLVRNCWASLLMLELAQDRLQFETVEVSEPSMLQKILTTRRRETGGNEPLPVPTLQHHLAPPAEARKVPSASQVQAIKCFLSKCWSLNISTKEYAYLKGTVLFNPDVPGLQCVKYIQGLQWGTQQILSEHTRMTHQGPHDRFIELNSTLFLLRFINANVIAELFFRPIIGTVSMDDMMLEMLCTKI
DAX1 inh-2: DAX1 (NR0B1) inhibition, primary screen | actives 1.1% (n = 370,000) | AID 652010 | inhibition, % at 6.8 µM | HEK293T StAR-luciferase reporter, SF-1/DAX-1 repression relief;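 active = inhibition above the mean over all tested compounds plus 3 SD, cut at about 3.6% in these data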;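 also: 0% = DAX-1 cells with DMSO and 100% = cells lacking DAX-1 with DMSO; higher inhibition means more luminescence from relief of DAX-1 repression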
Starred values were filed as active, the others as inactive; nt = not tested or not shown; & = joins results of further samples; ! = a repeat was not active.

SMILES,hgDAF12 agonist,GAA850 FXN act,ssDAF-12 act,ADAM17 inh,GC-A act,SMARCA2 act,ADAM10 inh,hcDAF12 agonist,PG9 Ab binder,DAX1 inh-1,DAX1 inh-2
CCN(CC)C(=O)CC(c1ccc(N(C)C)cc1)c1c(OC)cc(OC)c2c(-c3ccccc3)cc(=O)oc12 (centres undefined),-4.7,2.1,-2.0,4,0,-1,6,-2.1,0.1,-1.8,0.9
O=C(NCc1ccco1)c1ccc(CS(=O)(=O)c2cccc(C(F)(F)F)c2)o1,1.5,-1.4,-1.4,-7,0,-2,0,-1.7,0.6,-1.6,-0.4
O=[N+]([O-])c1ccc(Nc2nc(N3CCOCC3)nc(N3CCOCC3)n2)cc1,0.1,1.3,1.1*,-6,-3,1,-14,0.1,-1.6,-0.3,-0.2
O=[N+]([O-])c1ccn(-c2nc(-c3cccs3)cc(C(F)(F)F)n2)n1,0.2,-1.3,-0.5,-1,2,-2,-3,-1.0,-2.4,1.6,0.2
O=C(Nc1ccc(N2CCCC2)cc1)C(c1ccccc1)c1ccccc1,-1.6,-1.3,-0.9,1,-4,-4,4,-0.7,-0.6,-0.1,0.1
CCCCCc1c(-c2ccccc2)ncn1CCc1ccccc1OC,3.9,nt,-1.3,1,-7,-5,13,-1.1,-0.3,nt,-0.2
COc1ccc(-c2cc(=O)oc3c(C)c(OCc4nn[nH]n4)ccc23)cc1,-1.6,0.4,-1.2,-9,4,0,-30,-0.8,-1.4,7.3*,0.9
Cc1nnc(SCC(=O)Nc2ccccc2)n1CCc1ccccc1,-1.2,-0.1,-1.7,-4,-2,-2,1,-2.5,-0.6,0.7,0.5
Cn1c(SCC(=O)Nc2ccccc2F)nnc1C1CCCCC1,-1.9,3.7,-1.7,-3,3,-1,1,-1.4,-0.9,0.2,-0.5
CCOC(=O)C1=CCN(S(=O)(=O)c2ccc(C)cc2)C1c1cccc2ccccc12 (centres undefined),-0.1,nt,-1.4,7,-8,4,5,-2.5,-1.1,nt,-3.3
COC(=O)C1=COC(C)C2CN3CCc4c([nH]c5cc(OC)c(OC)cc45)C3CC12 (centres undefined),1.6,-1.8,-0.9,-30,-5,1,-153,-0.4,-15,0.6,-1.1
COc1ccc(-n2c(SCC(=O)Nc3cc(C)on3)nc3c([nH]c4ccccc43)c2=O)cc1,3.7,-1.9,1.1*,1,77*,-2,-6,3.2,57*,0.4,3.4
COc1ccc(C2CC(=O)NC(=O)C2)cc1,-0.7,0.1,-1.2,0,2,2,-5,-2.0,0.3,0.5,0.1
Cc1nc(OCC(C)C)c2sc3nc4c(cc3c2n1)COC(C)(C)C4,5.2,2.1,-0.9,-4,11,8,-7,1.2,0.2,nt,1.0
CCn1c(C)c(C(C)=O)c(N2CCN(c3cccc(Cl)c3)CC2)nc1=S,-1.1,-0.7,-1.8,-2,0,-2,7,-2.8,-0.2,-0.5,-0.6

In the list so far, 2 have a thiophene ring, fused or not:
SMILES,hgDAF12 agonist,GAA850 FXN act,ssDAF-12 act,ADAM17 inh,GC-A act,SMARCA2 act,ADAM10 inh,hcDAF12 agonist,PG9 Ab binder,DAX1 inh-1,DAX1 inh-2
O=[N+]([O-])c1ccn(-c2nc(-c3cccs3)cc(C(F)(F)F)n2)n1,0.2,-1.3,-0.5,-1,2,-2,-3,-1.0,-2.4,1.6,0.2
Cc1nc(OCC(C)C)c2sc3nc4c(cc3c2n1)COC(C)(C)C4,5.2,2.1,-0.9,-4,11,8,-7,1.2,0.2,nt,1.0

New compounds follow:
SMILES,hgDAF12 agonist,GAA850 FXN act,ssDAF-12 act,ADAM17 inh,GC-A act,SMARCA2 act,ADAM10 inh,hcDAF12 agonist,PG9 Ab binder,DAX1 inh-1,DAX1 inh-2
Fc1ccc(-c2nnn(Cc3nc4ccccc4s3)n2)cc1,-1.1,0.1,-1.0,-2,1,-1,0,1.9,1.8,2.3,1.5
COCCOc1cc(NC(=O)c2sccc2Oc2ccc([N+](=O)[O-])cc2F)c(Cl)cc1Cl,-1.1,-0.7,-0.5,2,1,0,19,-1.7,-1.3,-0.6,-0.7
COc1ccc(C(=O)ON=C2CCN(c3ccc([N+](=O)[O-])cc3)CC2)cc1,0.0,0.5,-1.1,1,-36,0,9,-0.2,-2.4,0.7,-0.8
CCOC(=O)C1(Cc2ccc(OC)cc2)CCN(C(=O)CCn2ccc(C)n2)CC1,-0.2,-0.2,-1.0,1,-8,1,5,0.3,0.5,-0.2,-0.6
Cc1ccc(S(=O)(=O)N2CCN(C(=O)CN3CCOCC3)C2c2ccccc2)cc1 (centres undefined),-1.7,-1.4,-1.3,-3,2,-1,-2,-0.8,-1.1,-0.4,-0.3
C=CCCC(=O)N1C[C@H]2CON(C)[C@H]2C[C@H]1c1cccc(Nc2ccccc2)c1,0.3,-2.7,-1.1,-2,0,-2,-4,-2.3,-2.5,-0.2,-0.6
O=C(N/N=C/C1CC=CCC1)c1cc(-c2cccnc2)nc2ccccc12 (centres undefined),2.3,-0.7,-1.0,0,-7,-2,2,1.9,-0.2,4.2,0.6
CN(CC(=O)Nc1ccc(Cl)c(C(F)(F)F)c1)C(=O)COC(=O)C1CC2CCCC(C1)C2=O (centres undefined),-0.2,-0.1,-1.4,-1,0,-1,-4,-1.2,-0.8,0.7,-1.6
O=C1CNC(=O)N1,1.8,0.5,-0.4,-7,-2,-3,-2,-0.4,-1.7,-0.2,-0.6
CCOC(=O)C1CCCN(C(=O)C2c3ccccc3Oc3ccccc32)C1 (centres undefined),-2.9,1.3,-1.7,-16,-20,-2,-56,0.2,-1.1,0.2,-1.0
Cc1cc(SC(C)C(=O)O)nc2ccccc12 (centres undefined),3.6,-0.1,-1.2,-5,8,1,-5,-1.2,8.3,0.0,-0.2
Cc1cc(F)ccc1NC(=O)c1cc(S(=O)(=O)N2CCc3ccccc32)cn1C,-0.8,-1.1,-1.0,-2,-32,-2,-2,0.9,-3.0,-0.4,-0.7
CC(C)c1nnc(NC(=O)c2cc3ccccc3o2)s1,4.7,3.0,-0.7,-1,-5,5,-2,1.6,1.5,0.5,1.6
CC(C)CN1CN2CCc3ccccc3C2CS1(=O)=O (centres undefined),-0.3,nt,-1.0,0,2,1,-4,-1.7,nt,nt,-0.8
CCOC(=O)Nc1ccc2c(c1)N(C(=O)OCCN(C)C)c1ccccc1CC2,1.1&-1.8,-0.4&0.4,-1.0&-0.8,-11&-4,-5&2,1&-2,51*!,-1.0&-1.1,-1.5&0.4,5.1*!,0.6&-0.1

Entries listed so far marked active in GC-A act.
canonical_smiles,ssDAF-12 act,ADAM17 inh,GC-A act,SMARCA2 act,ADAM10 inh,hcDAF12 agonist,PG9 Ab binder,DAX1 inh-1,DAX1 inh-2
COc1ccc(-n2c(SCC(=O)Nc3cc(C)on3)nc3c([nH]c4ccccc43)c2=O)cc1,1.1*,1,77*,-2,-6,3.2,57*,0.4,3.4

Additional entries follow:
SMILES,hgDAF12 agonist,GAA850 FXN act,ssDAF-12 act,ADAM17 inh,GC-A act,SMARCA2 act,ADAM10 inh,hcDAF12 agonist,PG9 Ab binder,DAX1 inh-1,DAX1 inh-2
COc1ccccc1CNC(=O)C1CCCN(S(=O)(=O)c2cccc3cccnc23)C1 (centres undefined),-1.6,-1.3,-0.9,-1,3,-3,-9,0.2,-0.8,-1.4,0.3
CN(C(=O)COC(=O)c1ccccc1OCc1ccc(F)cc1)C1CCS(=O)(=O)C1 (centres undefined),-1.5,1.9,-0.9,4,1,-4,-15,-0.1,0.5,1.1,2.4
COc1cccc(C(=O)NCC2(c3ccccc3)CCCC2)c1OC,-3.1,-2.9,-1.9,0,-15,0,8,-4.3,0.1,-2.9,-1.5
CC(=O)Oc1ccccc1C(=O)OCCN=C1NS(=O)(=O)c2ccccc21,0.5,0.0,-1.4,-2,3,-2,6,-0.9,-1.7,0.0,-0.3
CCOc1ccc(N(CC(=O)OC)S(=O)(=O)c2ccc3c(c2)n(C)c(=O)c(=O)n3C)cc1,1.6,1.6,-1.3,0,2,-3,-1,-0.9,-1.4,3.0,0.3
S=c1[nH]nc(Cc2ccc(Cl)cc2)o1,-1.9,0.6,-1.4,3,0,-4,10,-1.8,-0.8,0.5,0.8
O=C(Nc1ccc(Cl)c(-c2nc3ccccc3[nH]2)c1)c1cccnc1,-2.5,0.3,-1.2,-2,13,-3,-7,-1.1,0.5,-0.4,0.3
CN(C)S(=O)(=O)c1ccc2c(c1)C(=NNC(N)=O)c1cc(S(=O)(=O)N(C)C)ccc1-2,3.0,0.3,-0.9,1,9,4,6,1.3,-2.4,-0.8,-0.3
COc1ccc(OC)c(S(=O)(=O)N2CCC(C(=O)Nc3cccc(C(F)(F)F)c3)CC2)c1,-1.5,0.3,-1.8,4,-3,-2,14,-1.6,-1.3,-1.9,-0.9
c1ccc(-c2cnnc3ccccc23)cc1,1.6,1.5,-1.4,-4,-5,-1,-4,0.4,-1.0,1.4,0.0
Cc1ccc(NC(=O)COc2ccc(/C=C3/NC(=O)NC3=O)cc2)cc1,-2.7,-2.0,-0.5,-10,-12,0,-51,-1.2,-2.5,0.0,-2.1
O=C(NCCCn1ccnc1)c1ccc(Cl)c(S(=O)(=O)N2CCOCC2)c1,1.4,1.5,-0.7,-5,-1,0,-1,-1.8,0.7,0.7,-0.9
Cc1ccc(CN2CCC(c3nc4ccc(Cl)cc4[nH]3)CC2)cc1,-0.9,-1.5,-1.5,-8,-6,6,-23,0.9,-0.9,0.4,-0.8
Cc1cc(F)ccc1S(=O)(=O)Nc1c(C)n(C)n(-c2ccccc2)c1=O,-0.7,1.4,-0.5,3,-3,2,4,-1.8,3.6,0.2,-1.0
O=C(c1cccc(S(=O)(=O)N2CCCC2)c1)N1CCN(c2ccccc2)CC1,2.0,-1.3,-1.4,2,-2,-2,6,-2.5,-3.1,1.1,-0.9
COc1ccccc1CNC(=O)[C@H](CCSC)NC(=O)[C@@H]1Cc2ccccc2CN1,-2.3,0.3,-1.1,-1,4,0,-11,-0.4,0.5,0.9,1.0
